Kir21 inh = inhibitors of mouse Kir2.1 inward-rectifier potassium channel. Inward rectifier potassium channel 2 (Mus musculus), P35561. HEK293-Kir2.1, FluxOR thallium flux fluorescence; stronger effect = lower value. B-score at 10 µM. 310,000 tested, 0.85% active. AID 1672, 2009;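 active = fluorescence ratio B-score at or below minus 3 SD of library scores, with starting-brightness B-score within 2 SD, cut at about -4.2 in these data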;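 also: channel flux triggered by added potassium and thallium sulfate stimulus; B-score of peak minus minimum fluorescence over baseline after thallium stimulus; more negative B-score means stronger Kir2.1 block with less thallium influx; some compounds called inactive have numbers as strong as hits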
KCNQ2 block = KCNQ2 potassium channel inhibitors, primary screen, cell-based, CHO-K1, FluxOR thallium flux, B-score (AID 2156). Potassium voltage-gated channel subfamily KQT member 2 (Rattus norvegicus), O88943. 20 min; stronger effect = lower value. B-score at 10 µM. 310,000 tested, 1.1% active;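 active = fluorescence ratio B-score at most minus 3 library SDs, with starting brightness B-score within 2 library SDs, cut at about -5.5 in these data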
Target sequence (O88943 whole entry, looked up): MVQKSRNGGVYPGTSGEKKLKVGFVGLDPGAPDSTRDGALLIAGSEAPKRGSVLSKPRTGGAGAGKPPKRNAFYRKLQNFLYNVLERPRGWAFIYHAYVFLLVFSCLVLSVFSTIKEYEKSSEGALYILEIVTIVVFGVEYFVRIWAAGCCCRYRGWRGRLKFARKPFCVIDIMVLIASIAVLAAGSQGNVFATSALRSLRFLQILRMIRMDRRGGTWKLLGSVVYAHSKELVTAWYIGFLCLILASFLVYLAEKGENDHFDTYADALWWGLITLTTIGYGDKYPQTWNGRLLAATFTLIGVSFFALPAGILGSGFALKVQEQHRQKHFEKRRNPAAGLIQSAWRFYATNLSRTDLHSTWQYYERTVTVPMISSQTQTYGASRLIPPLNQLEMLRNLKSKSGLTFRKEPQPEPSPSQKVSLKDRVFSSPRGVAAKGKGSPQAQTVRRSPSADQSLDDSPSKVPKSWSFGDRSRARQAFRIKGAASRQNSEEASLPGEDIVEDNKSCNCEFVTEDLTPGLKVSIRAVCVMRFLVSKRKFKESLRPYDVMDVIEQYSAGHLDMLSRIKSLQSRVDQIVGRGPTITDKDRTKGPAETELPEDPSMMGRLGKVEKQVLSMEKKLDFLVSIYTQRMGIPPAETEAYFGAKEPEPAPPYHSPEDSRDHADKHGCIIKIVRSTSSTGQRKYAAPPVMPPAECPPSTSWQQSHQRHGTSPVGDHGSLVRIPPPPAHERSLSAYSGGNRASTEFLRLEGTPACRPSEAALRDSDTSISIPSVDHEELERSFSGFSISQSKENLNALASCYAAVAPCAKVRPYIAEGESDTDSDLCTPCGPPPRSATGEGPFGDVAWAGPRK
Starred values were filed as active, the others as inactive; i = inactive.

Each structure is followed by: Kir21 inh | KCNQ2 block
CCc1ccc(NC(=O)CSc2nncn2-c2cccnc2)cc1
  -1.1 | i
CCOC(=O)Cn1nnnc1CN1CCN(c2ccc(OC)cc2)CC1
  0.41 | i
CCN(CC(=O)NC(=O)NC1CCCCC1)Cc1nc2ccccc2c(=O)[nH]1
  2.5 | i
OCCCCNCc1ccc(OCc2ccc(Cl)cc2)cc1
  -1.2 | i
CCc1cccc(CC)c1-n1c(SCc2cc(=O)n3ccsc3n2)nnc1-c1cccnc1
  -0.24 | i
O=C(c1cc2c(s1)CCC2)N1CCN(c2ccccc2)CC1
  0.51 | i
N#Cc1ncc(C(F)(F)F)cc1Sc1ccc(N)cc1
  0 | i
Cc1nnc(-c2ccccc2)nc1N1CCOCC1
  -0.06 | i
O=C(CSc1nnc(-c2ccco2)o1)NC(=O)C1COc2ccccc2O1 (stereo unspecified)
  0.12 | i
CCOc1ccccc1N1CSC2=C(C#N)C(c3c(OC)ccc4ccccc34)CC(=O)N2C1 (stereo unspecified)
  0.36 | i
CCCc1ccc(S(=O)(=O)NCCc2ccncc2)cc1
  -0.06 | i
CC(=O)Nc1cccc(NC(=O)CSc2ncc(-c3ccc(Cl)cc3)n2Cc2ccco2)c1
  -0.48 | -6.6*
CC(C)(Oc1ccc(Cl)cc1)C(=O)N(Cc1ccccc1)c1ccccn1
  -0.18 | i
Clc1ccc2c(c1)C=Nc1c(NCc3ccccc3)ncnc1O2
  0.34 | i
CCN(CC)CCCN1C(=O)c2oc3ccccc3c(=O)c2C1c1cccc(OC)c1OC (stereo unspecified)
  -0.25 | i
Nc1nnnn1/N=C/C(Br)=C/c1ccccc1
  -1.3 | i
CCCNC(=O)c1onc(CSc2cccc(OC)c2)c1C(=O)NCCC
  -0.66 | i
CCCCc1cc(=O)oc2cc(C)cc(OC(C)C(=O)NCc3ccccn3)c12 (stereo unspecified)
  -0.1 | i
CCc1nc(NCc2ccco2)c2oc3ccccc3c2n1
  -0.56 | i
COc1ccccc1NC(=O)c1ccc(NC(=O)c2cc3c(s2)CCC3)cc1
  0.16 | i
COc1ccc(Cl)cc1C(=O)NNC(=O)CCNC(C)=O
  0.25 | i
C/C=C/C(=O)OCC(=O)Nc1ccc(OC)c(Cl)c1
  0.13 | i
COc1ccc(C(=O)Nc2cccc(NC(=O)c3cccs3)c2)cc1
  -0.39 | i
COc1ccccc1CNS(=O)(=O)c1ccc(Cl)s1
  -1.7 | i
OCCC1CN(Cc2cnc(N3CCCC3)s2)CCN1Cc1ccccc1 (stereo unspecified)
  -0.31 | i
COc1ccc(Nc2nc(N)nc(CN(C)C3CCCCC3)n2)cc1
  -1.9 | i
CN(C)c1cc[n+](CC(=O)c2cccs2)cc1
  1 | i
Cc1c(CN2CCCCC2)c(O)n(CCCO)c(=O)c1C#N
  0.56 | i
CCC(C)[C@H](NC(=O)NCc1ccc(S(N)(=O)=O)cc1)C(=O)OC (stereo partly specified)
  1.2 | i
O=C(Cn1cnc2ccccc2c1=O)N1CCN(Cc2ccc3c(c2)OCO3)CC1
  -0.01 | i
C=CCn1c(SCC(=O)NC(=O)NCc2ccco2)nc2sc(CC)cc2c1=O
  0.3 | i
CCOc1cc2c3c(c1)C1(C(=O)N3C(C)(C)C=C2C)C(C#N)=C(N)Oc2cc(O)ccc21 (stereo unspecified)
  0.24 | i
O=C(N/N=C/c1cnc(N2CCCCC2)s1)c1ccc(C(F)(F)F)cc1
  1.1 | i
COc1ccc(CCNc2c([N+](=O)[O-])ncn2C)cc1OC
  -0.52 | i
C=CCOc1ccc(/C(O)=C2/C(=O)C(=O)N(CCCn3ccnc3)C2c2ccco2)cc1 (stereo unspecified)
  -1.2 | i
CCCN1CCC(NC(=S)Nc2ccc([N+](=O)[O-])cc2)CC1
  -1.1 | i
COc1cccc(CCc2nnc(CCC(=O)NCCC3CCCCO3)o2)c1 (stereo unspecified)
  0 | i
CCCCOC(=O)C1Cc2ccccc2C(=O)O1 (stereo unspecified)
  -0.06 | i
OCC1(Cc2ccc(F)cc2F)CCCN(Cc2ccc(Cl)cc2)C1 (stereo unspecified)
  -9.4* | i
O=C1CC(c2ccc(O)cc2)Oc2cc(O)cc(O)c21 (stereo unspecified)
  0.41 | i
Cc1cc2n(c(=O)c1C#N)CCCN2c1cccc(Cl)c1
  1.3 | i
CCOC(=O)N/N=C1\CCc2ccccc21
  0.48 | i
COc1ccc(NC2=C(Cl)C(=O)N(CCc3ccccc3)C2=O)c(OC)c1
  -0.06 | i
Clc1ccc(CNC23CN4CN(CN(C4)C2)C3)c(Cl)c1
  -0.03 | i
O=C(c1ccco1)c1cn(CC(=O)N2CCCCC2)c2ccccc12
  -0.42 | i
CCNc1oc(-c2ccc(OC)cc2)nc1S(=O)(=O)c1ccc(Br)cc1
  -1.1 | i
O/N=C1/C2C3CC4C5C3C1C5C1(OCCO1)C42 (stereo unspecified)
  0.95 | i
O=C(CCCC(=O)N/N=C\c1ccccn1)N/N=C\c1ccccn1
  2.5 | i
Cc1ccc(-c2[nH]c(-c3ccccc3)nc2SCC(=O)NCC2CCCO2)cc1 (stereo unspecified)
  -0.07 | i
O=C(COC(=O)c1c[nH]c(=O)[nH]c1=O)Nc1ccccc1
  -0.09 | i
Cc1ccc(-n2c(CNc3ccc(F)cc3)nnc2SCC(N)=O)cc1
  0.47 | i
N#Cc1c(NC(=O)CSc2nc(-c3ccccc3)cc(C(F)(F)F)n2)sc2c1CCC2
  -0.86 | i
COc1ccc(NC2CS(=O)(=O)CC2NCc2ccccc2)cc1 (stereo unspecified)
  1.4 | i
O=c1[nH]cnc2scc(C3COc4ccccc4O3)c12 (stereo unspecified)
  0.23 | i
Cc1ccc(Nc2nnc(SCC(=O)c3ccc(Br)s3)s2)c(C)c1
  -1.9 | i
CCOC(=O)c1sc(NC(=O)CSc2n[nH]c(-c3ccccc3)n2)c(C#N)c1C
  0.22 | i
C/C=C/C(=O)Nc1nnc(-c2ccccc2C)s1
  0.64 | i
O=C(CSc1nnnn1-c1ccccc1)Nc1ncc(Cc2cc(Cl)ccc2Cl)s1
  0.11 | i
CCCCOc1ccc(C2CC(=O)N(C)C2=O)cc1 (stereo unspecified)
  0.85 | i
CCS(=O)(=O)N1CCC(C(=O)Oc2ccccc2Cl)CC1
  -0.62 | i

Kir21 inh, what is marked active above.
Each structure is followed by: Kir21 inh | KCNQ2 block
OCC1(Cc2ccc(F)cc2F)CCCN(Cc2ccc(Cl)cc2)C1 (stereo unspecified)
  -9.4* | i

A draw from above in order of count of non-hydrogen atoms, high to low:
Each structure is followed by: Kir21 inh | KCNQ2 block
N#Cc1c(NC(=O)CSc2nc(-c3ccccc3)cc(C(F)(F)F)n2)sc2c1CCC2
  -0.86 | i
Cc1ccc(-c2[nH]c(-c3ccccc3)nc2SCC(=O)NCC2CCCO2)cc1 (stereo unspecified)
  -0.07 | i
CCNc1oc(-c2ccc(OC)cc2)nc1S(=O)(=O)c1ccc(Br)cc1
  -1.1 | i
Cc1cc2n(c(=O)c1C#N)CCCN2c1cccc(Cl)c1
  1.3 | i
O=c1[nH]cnc2scc(C3COc4ccccc4O3)c12 (stereo unspecified)
  0.23 | i
CCCCOc1ccc(C2CC(=O)N(C)C2=O)cc1 (stereo unspecified)
  0.85 | i

(more compounds)
Each structure is followed by: Kir21 inh | KCNQ2 block
Cc1cccc(Cn2cnc3c(nnn3Cc3ccc(Cl)cc3)c2=O)c1
  0.01 | i
Cc1nc2ncnn2c(C)c1CCC(=O)Nc1csc(N)n1
  0.03 | i
Cn1ncc(Cl)c(Oc2ccc(C(C)(C)C)cc2)c1=O
  1.1 | i
COc1cccc(C2=N/C(=C\N(C)C)C(=O)O2)c1
  0.7 | i
CSCCC(NC(=O)c1ccoc1C)C(=O)O (stereo unspecified)
  1.3 | i
OCCN=C(c1ccccc1)C12CN3CN(CN(C3)C1)C2
  0.1 | i
Cc1cc(OCc2nc3ccccc3s2)ccc1N
  0.63 | i
Cc1ncc(C[n+]2ccc(C)c(C)c2)c(N)n1
  -1.2 | i
Cc1nn(C)cc1C(=O)c1ccccc1
  0.22 | i
COc1cc(CNn2nnnc2N)ccc1OCC(=O)NC(C)(C)C
  0.57 | i
CCn1cnc2c1c(=O)n(Cc1cccc(Br)c1)c(=O)n2Cc1ccccc1
  -0.14 | i
Cc1ccc(OCC(=O)N/N=C\c2cn(Cc3ccccc3)c3ccccc23)cc1C
  1.8 | i
Cc1cccc(N(C(=O)CS(=O)CC(=O)Nc2ccc3c(c2)OCO3)C(C)C(=O)NC2CCCC2)c1C (stereo unspecified)
  1.7 | i
CC1CCc2nn(CC(=O)Nc3ccc(F)cc3F)cc2C1 (stereo unspecified)
  0 | i
C=CCNC(=S)N/N=C/c1ccc(-c2ccc(OC)cc2)o1
  0.48 | i
Cc1noc(C)c1C(=O)NNc1ccc(C(C)C)cc1
  0.51 | i
Cc1[nH]n(-c2ccccc2)c(=O)c1N=Nc1ccc(C(N)=O)cc1
  -0.16 | i
COc1ccc(NS(=O)(=O)c2ccc3oc(SC)nc3c2)cc1
  -1.2 | i
O=C(CCN1C(=O)[C@H]2CC=CC[C@H]2C1=O)NCc1nc(-c2ccc(Cl)cc2)no1
  -0.05 | i
CCOC(=O)/C(C#N)=C1\Nc2ccccc2N=C1N(CC(C)C)CC(C)C
  -0.19 | i
Cc1ccc2c(CC(=O)O)coc2c1C
  0.58 | i
CCn1cc(S(=O)(=O)NCCc2ccc(OC)c(OC)c2)cn1
  0.01 | i
COC(=O)C1CN(C(=O)C(C)Oc2ccc(C)c(C)c2)c2ccccc2O1 (stereo unspecified)
  1.6 | i
CCCCSCCCNC(=O)Nc1ccc(CC)cc1
  0.04 | i
CC(C(=O)NC1CCCCC1)N(Cc1ccc(F)cc1)C(=O)c1snc(C(N)=O)c1N (stereo unspecified)
  1.6 | i
Clc1cccc(CN2CCc3c([nH]c4ccccc34)C2)c1Cl
  1.9 | i
FC(F)Oc1ccc(-c2csc(=Nc3cccnc3)n2CC2CCCO2)cc1 (stereo unspecified)
  -0.16 | i
CCC(=O)N1CCN(c2nc3ccc(Br)cc3s2)CC1
  -1.2 | i
CC(=O)Nc1nc2c(c3c1c(=O)oc1ccccc13)CCCCC2
  1.5 | i
COC(=O)Cn1ccc2cc(S(=O)(=O)N3CCCCCC3)ccc21
  -0.2 | i
CCCCCCn1cc(C(=O)O)c(=O)c2cc(F)c(N3CCN(C(=O)OCC)CC3)cc21
  2.7 | i
CC(C)CC(N=Cc1c(O)c2ccccc2oc1=O)C(=O)O (stereo unspecified)
  1.7 | i
CCS(=O)(=O)CCn1c([N+](=O)[O-])cnc1C
  -0.97 | i
O=C(Nc1cc(-c2nc3ncccc3o2)ccc1Cl)c1ccco1
  0.45 | i
COC(=O)c1ccc(CSc2nnnn2Cc2ccccc2)cc1
  -0.13 | i
Cc1c(C)c2ccc(OCC(=O)N[C@@H](Cc3ccccc3)C(=O)O)cc2oc1=O
  0.05 | i
c1ccc(CCc2nc(-c3ccc(-n4cccc4)cc3)no2)cc1
  0.86 | i
CCCCCN(C(=O)CCC(=O)OC(C)C(=O)NCc1ccccc1)c1c(N)n(CCCC)c(=O)[nH]c1=O (stereo unspecified)
  0.23 | i
Cc1c(NC(=O)C(C)Sc2nc3ccccc3c(=O)n2CCO)c(=O)n(-c2ccccc2)n1C (stereo unspecified)
  -0.43 | i
Cc1cccc(C)c1NC(=O)CSc1nnnn1C
  0.09 | i
COc1ccc(-c2nn(-c3ccccc3)cc2C(=O)N/N=C/c2ccc([N+](=O)[O-])o2)cc1
  -1.1 | i
COc1ccc(N2CCN(C(c3cccs3)C(C)NS(C)(=O)=O)CC2)cc1 (stereo unspecified)
  -0.11 | i
CC(=O)Nc1ccc(-c2csc(NC(=O)C3CSC4(C)CCC(=O)N34)n2)cc1 (stereo unspecified)
  -0.25 | i
Cc1cccc(N2CCN(S(=O)(=O)c3cccc4nonc34)CC2)c1C
  -0.84 | i
CCc1ccccc1NC(=O)CN(c1ccc(OC)cc1OC)S(=O)(=O)c1ccccc1[N+](=O)[O-]
  -0.93 | i
Cn1c(Cn2nnc3ccccc32)nnc1SCC(N)=O
  -1.5 | i
CC(C)n1c(SCc2ccccc2F)nc2c1c(=O)n(C)c(=O)n2C
  -4.6* | i
CC(C)c1cc(C(=O)N/N=C/C=C/c2ccccc2)n[nH]1
  0.23 | i
COC(=O)c1cnn(-c2ccc(F)cc2F)c1/C=N/NC(=S)NC(C)(C)C
  0.01 | i
O=C(COC(=O)CSc1ccccc1)NNC(=O)c1ccc([N+](=O)[O-])cc1
  2.1 | i
O=C(/C=C/c1cccc([N+](=O)[O-])c1)N1CCN(C(=O)c2ccco2)CC1
  -2.4 | i
COc1ccc(NC(=O)Cc2c(F)cccc2Cl)c(OC)c1
  -0.66 | i
Cc1sc2ncnc(N(C)C3CCCCC3)c2c1C
  0.86 | i
Cc1nc2ccccn2c1C(=O)CSc1ccccc1Cl
  0.28 | i
Cc1ccc(S(=O)(=O)CCSc2n[nH]c(=O)n2-c2ccc3c(c2)OCCO3)cc1
  -0.78 | i
Cc1ccc(N2C(=O)CS(=O)C(c3ccccc3)C2=O)cc1C (stereo unspecified)
  -1 | i
O=C(Cn1nnc(-c2ccccc2)n1)Nc1cccc(S(=O)(=O)N2CCOCC2)c1
  -0.11 | i
CC(C)CCNC(=O)c1sc2ccc(S(=O)(=O)N3CCCCC3)cc2c1N
  -1.1 | i

Bioassay records (PubChem)
